Bioassay records from PubChem BioAssay.
GLP1R ag = qHTS of GLP-1 Receptor Agonists. Glucagon-like peptide 1 receptor (Homo sapiens), P43220. HEK293 GLP-1R CRE-luciferase, luminescence, 4-6 h; cells express a hypersensitive GLP-1R form. Potency, µM (highest dose often 45.6 µM), without a hit: at the highest dose activation, usual class: activators. 380,000 tested, 0.007% active. AID 624172, 2012; note: % of control where 0% means no effect
Target sequence (P43220 whole entry, looked up): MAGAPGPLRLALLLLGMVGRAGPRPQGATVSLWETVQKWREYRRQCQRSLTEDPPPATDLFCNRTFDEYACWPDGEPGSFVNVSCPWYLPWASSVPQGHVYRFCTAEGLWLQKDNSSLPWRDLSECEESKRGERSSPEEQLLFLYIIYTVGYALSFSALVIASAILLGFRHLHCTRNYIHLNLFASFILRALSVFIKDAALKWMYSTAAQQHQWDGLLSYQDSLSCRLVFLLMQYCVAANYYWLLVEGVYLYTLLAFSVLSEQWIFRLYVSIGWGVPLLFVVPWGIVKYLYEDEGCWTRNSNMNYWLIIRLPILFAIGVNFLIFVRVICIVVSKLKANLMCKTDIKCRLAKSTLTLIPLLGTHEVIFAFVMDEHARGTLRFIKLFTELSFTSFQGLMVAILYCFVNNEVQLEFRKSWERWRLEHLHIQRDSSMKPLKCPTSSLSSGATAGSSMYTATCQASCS
SW480 rereplic = A quantitative high throughput screen for small molecules that induce DNA re-replication in SW480 colon adenocarcinoma cells; SW480 DNA re-replication, Hoechst DNA content imaging, 48 h; AID 624297, 2012; Potency, µM (doses to about 46.1 µM), inactives show top-dose re-replication activation, most hits filed as activators; 340,000 tested, 1.8% active; note: % of control where 0% means no effect; nearly all actives have a fitted effect of over 55% in size
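First, 250 cells per well were seeded. Next, compound or vehicle (23 nL) was pinned in, plates sat 48 hr at 37 C. Finally Hoechst was added for 40 min before fluorescence scanning.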
GLP-1R inv ag = qHTS of GLP-1 Receptor Inverse Agonists (Inhibition Mode) | 410,000 tested, 1.6% active | Glucagon-like peptide 1 receptor (Homo sapiens), P43220 | Potency, µM (top dose mostly 38.3 µM), for the others: at the top dose activity change, negative = inhibition, most hits filed as inhibitors | HEK293 GLP-1R CRE-luciferase, luminescence, 24 h; GLP-1R form is constitutively active | AID 624417, 2012; note: % is set by controls: 0 for no effect and ±100 for the full control effect; nearly all actives have a fitted effect of over 55% in size
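Stable HEK293 clone (constitutively active GLP-1R + cAMP-response luciferase); 200 cells/uL plated, 12 h pre-culture, compound 24 hr, 37 deg C/5% CO2; detection reagent 12 min RT; luminescence.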
KB-3-1 tox = qHTS assay for MDR1-selective chemotherapeutics: Primary screen using the parental adenocarcinoma cell KB-3-1 | AID 1347075, 2019 | KB-3-1 viability, CellTiter-Glo ATP luminescence, 72 h | 400,000 tested, 1.4% active | Potency, µM (titrated, usually from 46.1 µM), for the others: at the top dose activity change, negative = cytotoxic, most hits filed as cytotoxic; note: % is set by controls: 0 for no effect and ±100 for the full control effect; nearly all actives have a fitted effect of over 60% in size
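Multi-concentration cytotoxicity screen in KB-3-1 cells grown in DMEM lacking phenol red with 10% FBS. After 72 h at 37 °C with compound, ATP-dependent luminescence was recorded.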
HT1080 IDH1KD tx = qHTS for induction of synthetic lethality in tumor cells producing 2HG: qHTS for the HT-1080-IDH1KD cell line | AID 686971, 2013 | Potency, µM (series often up to 46.1 µM), for the others: at the top dose activity, negative = toxicity, most hits filed as cytotoxic | 360,000 tested, 2% active | HT-1080 IDH1 knockdown viability, ATP luminescence, 48 h;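 note: 0% = DMSO wells and -100% = cell-free medium wells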
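Cytotoxicity counter-line: IDH1KD HT-1080, 48 h, CellTiter-Glo. Curves classed by r2, magnitude and activity.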
KB-V1 MDR tox = qHTS assay for MDR1-selective chemotherapeutics: Primary screen using the drug-selected MDR subline cells KB-V1 | KB-V1 MDR cells viability, CellTiter-Glo, 72 h | 400,000 tested, 3.4% active | AID 1347076, 2019 | Potency, µM (highest dose often 46.1 µM), for inactives: top-dose activity change, negative = cytotoxicity, hits mostly cytotoxic; note: % is set by controls: 0 for no effect and ±100 for the full control effect; nearly all actives have a fitted effect of over 60% in size
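qHTS viability screen in drug-selected KB-V1 MDR cells: 72 h compound treatment at 37 degrees C, ATP luminescence end point.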
GLP1R cytotox = qHTS of GLP-1 Receptor Inverse Agonists: Cytotox Screen | 410,000 tested, 0.13% active | Potency, µM (titrated, usually from 38.3 µM), inactives show at the top dose activity change, negative = inhibition, usual class: inhibitors | AID 624418, 2012 | HEK293 cAMP-luciferase reporter cells, luminescence, 24 h;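 note: loss of luciferase light is scored as toxicity; % is set by controls: 0 for no effect and ±100 for the full control effect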
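Cells in DMEM/10% Nu serum/1% pen-strep, 1536-well format. Pre-incubated 12 h, dosed with 23 nL compound, incubated a further 24 h. Luciferase detection, 12 min at room temp, luminescence.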
HT1080NT lethal = qHTS for induction of synthetic lethality in tumor cells producing 2HG: qHTS for the HT-1080-NT fibrosarcoma cell line; HT-1080-NT fibrosarcoma viability, CellTiter-Glo ATP luminescence, 48 h; Potency, µM (doses to about 46.1 µM), inactives show at the highest dose activity, negative = less viability, usual class: cytotoxic; 360,000 tested, 1.6% active;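 note: NT is the 2HG producing partner of a matched IDH1 knockdown line; 0% = DMSO-treated cells and -100% = media-only wells without cells; nearly all actives have a fitted effect of over 55% in size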
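A 48-hour cytotoxicity screen used HT-1080-NT cells plated 2 hours before compound delivery. ATP-based CellTiter-Glo luminescence measured viability, normalized to DMSO and no-cell controls.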
TDP-43 yeast inh = qHTS of TDP-43 Inhibitors | TDP-43 expressing yeast growth rescue, BacTiter-Glo, 24 h | Potency, µM (highest dose often 46.1 µM), for the others: at the top dose growth rescue (activation), actives largely listed as activators | 410,000 tested, 1.8% active; note: % of control where 0% means no effect; nearly all actives have a fitted effect of over 50% in size
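Galactose-induced TDP-43 yeast, OD600=0.02, compound pinned; 24 hr, 30 deg C; BacTiter-Glo luminescence for growth. Inhibitors of TDP-43 toxicity read as activators.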
Active calls of the source: *; ? = inconclusive; / = not tested or not shown; & = joins results of further samples; ! = not confirmed by another sample; [ ] = remark or other dose. Calls come from the whole dose curve; as a rule, active = well fitted curve in the direction sought with a large enough effect; inconclusive = small, poorly fitted or top-dose-only effect, or another doubt; inactive = no such curve, though single readings can be large; an effect the other way counts as inactive or inconclusive. Potency is the fitted concentration of half-maximal effect. Outcome played no part in choosing rows, and some 9.4% of all compounds hit somewhere here.

SMILES	GLP1R ag	SW480 rereplic	GLP-1R inv ag	KB-3-1 tox	HT1080 IDH1KD tx	KB-V1 MDR tox	GLP1R cytotox	HT1080NT lethal	TDP-43 yeast inh
CCOC(=O)N1CCN(S(=O)(=O)c2ccc(C(=O)Nc3nnc(C4CC4)o3)cc2)CC1	-4.0%	11.6%	18.1%	-3.4%	-9.3%	0.0%	-0.5%	-17.1%	11.2%
COc1ccccc1Oc1ccnc2cc(Cl)ccc12	16.0%	5.6%	?	-0.5%	-10.6%	16.0%	-0.7%	-19.5%	-11.0%
CC(C)OC(=O)CSc1nnc(-c2cnccn2)n1-c1ccccc1	12.7%	3.0%	2.4%	8.3%	19.6%	0.0%	-3.4%	10.1%	4.5%
Cc1ccc(NC(=O)CCCc2nc3ccccc3s2)c(O)c1	11.3%	1.7%	?	11.6%	-19.4%	0.0%	-19.1%	-0.8%	/
Cc1ccc(C(C)C)c(OCC(=O)NNC(=O)Cc2ccc(S(=O)(=O)N3CCOCC3)s2)c1	13.8%	-1.4%	?	1.4%	-12.0%	0.0%	-7.7%	0.2%	2.7%
CCCn1ncc(CN2CCC(N3CCC(C(=O)N4CCOCC4)CC3)CC2)c1C	-1.1%	1.9%	27.3%[7.66 µM]	3.4%	7.5%	-3.6%	-2.4%[7.66 µM]	-2.9%	1.9%
Cc1ccc(S(=O)(=O)c2cn(Cc3ccccc3)c3cc(N4CCCC4)c(F)cc3c2=O)cc1C	/	/	5.7%	1.2%	/	1.0%	3.5%	/	16.4%
Cc1ccc(C)c(N(C)C(=O)CCS(=O)(=O)c2cccc3nonc23)c1	13.2%	3.3%	-14.2%	12.9%	-1.1%	-45.0%	-11.0%	-0.7%	-6.9%
Cc1ccc(NS(=O)(=O)c2ccc3c(c2)NC(=O)CCS3)c(Br)c1	0.8%&-4.0%	5.9%	?	?	-26.2%	23.1µM*!	-2.6%&-5.5%	-29.1%	-3.5%&9.9%
O=C(Nc1cc(Br)ccc1O)c1cc(-c2ccccc2)on1	-2.4%	-18.6%	8.5%	-2.6%	11.0%	12.2%	-11.3%	15.7%	3.6%
COc1ccc(/C=N/Nc2ncc(-c3ccccc3)cn2)c(OC)c1	1.1%	?	0.0%	-5.8%	3.5%	?	-12.4%	5.2%	4.7%
Cc1ccc(S(=O)(=O)NCCCCCC(=O)NC(C)(C)CO)cc1	0.2%	-1.3%	-1.3%	-4.4%	0.0%	10.0%	1.5%	1.1%	-6.0%
COCC(=O)NC1CCN(C(=O)Nc2ccc(Br)cc2)CC1	-4.8%	0.5%	5.2%	0.4%	-3.0%	-17.9%	3.7%	0.5%	16.8%
CCN1CCC(N(Cc2ccc3c(c2)OCO3)C(=O)Nc2cc(F)ccc2F)CC1	/	/	?	-5.5%	/	-2.8%	28.9%	/	3.7%
CCCc1ccc(C(=O)NNc2cccc(C)c2)cc1	11.5%	?	2.82µM*	?	?	-0.4%	?	?	20.3%
NS(=O)(=O)c1ccc(NC(=S)NC2CCCCC2)cc1	0.6%	-18.7%	?	-2.6%	1.7%	-5.7%	0.4%	-1.5%	0.2%
Nc1nc(SCc2ccccc2[N+](=O)[O-])c2ncn(Cc3ccccc3)c2n1	28.1%	?	?	-13.8%	?	-2.6%	-18.6%	?	?
CCn1cc(S(=O)(=O)N2CCN(Cc3ccc(F)cc3)CC2)cn1	1.9%	-1.1%	26.1%	-12.5%	14.6%	-25.0%	3.6%	1.9%	-3.2%
COc1ccc(CC(=O)Nc2ccc(S(=O)(=O)N3CCN(C)CC3)cc2)cc1	0.4%	0.2%	4.6%	0.8%	-4.7%	-1.6%	3.1%	2.8%	5.2%
Cc1ccccc1OCCN1C(=O)c2ccccc2C1=O	8.4%	-1.9%	31.5%[activator]	-3.3%	5.3%	4.5%	3.6%	1.8%	12.3%
CCOc1cc(C#N)c(NC(=O)c2ccc(OC)c(S(=O)(=O)N3CCN(c4ccccc4)CC3)c2)cc1OCC	/	/	5.1%	-0.2%	/	-7.3%	1.6%	/	1.1%
Cc1ccc2nc(-c3ccccc3)cc(C(=O)N3CCN(S(=O)(=O)c4c(C)noc4C)CC3)c2c1	0.8%	1.9%	0.6%	-7.0%	-10.6%	-6.6%	-1.7%	-2.7%	-12.0%
C#CC(C)(CC)NC(=O)c1cc2cccc(CC=C)c2oc1=O (stereo not given)	-0.7%	5.8%	?	-14.5%	14.0%	0.9%	1.6%	-4.7%	-13.2%
CC(C)CNc1nc(=S)nc(N(C)C)[nH]1	-13.7%	3.1%	3.6%	-1.7%	2.3%	?	3.8%	4.9%	-5.7%
O=C(NCCCN1CCCC1=O)c1cccc(S(=O)(=O)Nc2ccccc2Cl)c1	2.5%	-2.9%	-10.6%	-0.5%	-1.0%	5.7%	1.0%	6.7%	8.9%
CC1CN(C(=O)c2cc3c(=O)n4ccccc4nc3s2)CC(C)O1 (stereo not given)	0.4%	-1.3%	2.7%	-22.3%	5.0%	6.6%	18.2%	10.0%	-13.0%
CCOc1ccccc1-c1nc(Cn2c(=O)cc(C)c3c(C)nn(-c4ccccc4)c32)c(C)o1	/	/	7.0%	4.1%	/	6.9%	0.7%	/	13.5%
Cc1nn(C)c(C)c1/C=C/C(=O)c1cccs1	?	-6.1%	-0.7%	-0.7%	-2.0%	?	-11.9%	-1.3%	-4.2%
Cc1noc(C)c1C(=O)N1CCC1(C)C(=O)NS(=O)(=O)c1ccc(C#N)cc1 (stereo not given)	-0.3%	/	15.3%	0.4%	21.7%	-16.6%	-4.6%	22.1%	17.0%
CCOc1ccc(CN2CCN(Cc3cccn3-c3cccnc3)CC2CCO)cc1 (stereo not given)	-4.5%	-8.2%	?	3.2%	-1.3%	-6.7%	2.4%	-9.7%	2.9%
COc1ccccc1CNC(=O)CCS(=O)(=O)c1cccs1	14.7%	-8.2%	-4.1%	1.9%	-2.1%	1.0%	1.4%	-6.2%	-15.1%
Cc1ccc(CSC2=NCCN2S(=O)(=O)c2ccc(F)cc2)cc1	10.4%	17.8%	?	0.8%	-4.6%	-3.0%	18.6%	-3.2%	28.0%
O=C(O)C1CSC(c2ccc(O)c([N+](=O)[O-])c2)N1 (stereo not given)	-1.2%	-1.0%	-2.0%	4.4%	5.6%	-2.9%	15.5%	6.1%	0.8%
CCCCc1nc2ccccc2n1CC(=O)N(COCC)c1c(C)cccc1CC	-3.0%	/	?	0.0%	/	-0.1%	-11.1%	/	-1.4%
COc1ccccc1N1CC=C(c2cccc([N+](=O)[O-])c2)NC1=O	7.5%	-4.1%	11.8%	0.8%	6.5%	5.5%	2.1%	6.5%	15.5%
S=C(NCc1cccc(Cl)c1)NCc1ccco1	-6.0%	?	-29.3%	-13.0%	-0.3%	4.5%	7.2%	4.0%	2.3%
Cc1ccc(NC(=O)C2CCCCC2C(=O)O)cc1C (stereo not given)	-4.4%	-2.9%	11.7%	-8.9%	0.1%	10.7%	0.6%	-0.8%	1.9%
CN1CCN(C(=O)C2=C[C@@H](C3CCCCC3)C[C@@H](OCc3ccc(CO)cc3)O2)CC1	18.9%	0.2%	-3.4%	-5.7%	-0.1%	-18.4%	-21.3%	-0.7%	-13.8%
Cc1ccc(CN2CCC(Oc3cccc(C(=O)NCc4cccnc4)c3)CC2)o1	-0.4%	3.9%	-24.9%	-7.9%	1.9%	-14.0%	-4.7%	2.8%	15.1%
O=c1oc2ccccc2n1Cc1ccccc1Cl	15.3%	-8.1%	-13.7%	-4.8%	-1.4%	-6.0%	-8.3%	-22.0%	?
CCN1CCN(C(C)C(=O)Nc2c(C)n(C)n(-c3ccccc3)c2=O)CC1 (stereo not given)	-7.2%	2.2%	2.9%	6.1%	12.7%	9.9%	12.1%	8.4%	-3.8%
CCOC(=O)NC(=O)CSc1ccc(S(=O)(=O)N2CCCCC2)cn1	7.2%	-5.8%	4.5%	0.4%	0.0%	-6.7%	-3.2%	-9.1%	-9.0%
COc1ccc(-c2csc3ncnc(N4CCN(c5ccccc5Cl)CC4)c23)cc1	8.2%	?	?	?	?	?	-26.5%	-1.7%	20.4%
COC(=O)c1ccccc1NC(=O)NN1CCN(C)CC1	-1.2%	2.5%	10.2%	12.8%	13.8%	25.8%	2.4%	0.0%	11.0%
COc1cc(CNCc2c(C(=O)O)c(C)n(Cc3cccc(Cl)c3)c2C)cc(OC)c1OC	/	/	3.3%	?	/	-15.4%	-8.1%	/	-24.7%
CC1=NN(c2ccccc2)C(=O)/C1=C\C=C\c1ccccc1	-1.6%	?	17.5%	-8.2%	3.66µM*	-16.3%	4.6%	4.11µM*	13.7%

Taken from above.
KB-V1 MDR tox, CN1CCN(C(=O)C2=C[C@@H](C3CCCCC3)C[C@@H](OCc3ccc(CO)cc3)O2)CC1 is entered as -18.4%
SW480 rereplic, COc1ccccc1N1CC=C(c2cccc([N+](=O)[O-])c2)NC1=O is entered as -4.1%
KB-V1 MDR tox, COC(=O)c1ccccc1NC(=O)NN1CCN(C)CC1 is entered as 25.8%

Two of the compounds above, in markdown:
| canonical_smiles | GLP1R ag | SW480 rereplic | GLP-1R inv ag | KB-3-1 tox | HT1080 IDH1KD tx | KB-V1 MDR tox | GLP1R cytotox | HT1080NT lethal | TDP-43 yeast inh |
| --- | --- | --- | --- | --- | --- | --- | --- | --- | --- |
| COc1ccccc1N1CC=C(c2cccc([N+](=O)[O-])c2)NC1=O | 7.5% | -4.1% | 11.8% | 0.8% | 6.5% | 5.5% | 2.1% | 6.5% | 15.5% |
| S=C(NCc1cccc(Cl)c1)NCc1ccco1 | -6.0% | ? | -29.3% | -13.0% | -0.3% | 4.5% | 7.2% | 4.0% | 2.3% |
